A549 tox – Nrf2 qHTS screen for inhibitors: counterscreen for cytotoxicity; A549 ARE-Fluc cells, CellTiter-Fluor viability, 18-24 h; Potency, µM (doses to about 46 µM), without a hit: at the top dose activity change, negative = cytotoxicity, usual class: inhibitors; hit rate 0.16% among 390,000; AID 504648, 2011; note: potency is the fitted concentration of half-maximal effect; % is set by controls: 0 for no effect and ±100 for the full control effect
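A549 ARE-Fluc cells in 5% FBS OPTI-MEM, 5000 cells/well, rested 2 h then exposed to compounds in concentration-response for 18-24 h at 37 °C. Viability by CellTiter-Fluor fluorescence (Ex 405/Em 525) after 30 min; luciferase luminescence (BugLite, 15 min, RT) read afterwards.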
HepG2 tox – qHTS for Inhibitors of TGF-b: Cytotox Counterscreen | HepG2 CAGA-GFP viability, ATP luminescence, 18 h | Potency, µM (titrated, usually from 46.1 µM), without a hit: at the top dose activity change, negative = cytotoxicity, actives largely listed as cytotoxic | hit rate 0.76% among 410,000; note: potency is the fitted concentration of half-maximal effect; some results filed as inactive show a strong effect at the top dose
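HepG2 CAGA-GFP cells (1000/well, DMEM with 1% FBS) received compound, then TGF-beta at 500 pg/mL final, and were incubated 18 hours at 37 degrees C. Viability was read by CellTiter-Glo luminescence. Media-only wells were set as complete cell-killing and DMSO as no toxicity.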
Nrf2 block – Nrf2 qHTS screen for inhibitors; A549 ARE-Fluc reporter, luciferase luminescence, 18-24 h; AID 504444, 2011; hit rate 2.1% among 360,000; Potency, µM (series often up to 46 µM), for inactives: at the highest dose activity change, negative = inhibition, most hits filed as inhibitors; note: potency is the fitted concentration of half-maximal effect; % is set by controls: 0 for no effect and ±100 for the full control effect; nearly all actives have a fitted effect of over 60% in size
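Nrf2 activity is the BugLite luminescence, read 15 min after reagent at room temperature, following CellTiter-Fluor cytotoxicity readout (30 min, 37C). Compound titrations were applied for 18-24 h to 5000 A549 ARE_Fluc cells/well in 5% FBS OPTI-MEM.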
IL-2 act – qHTS of IL-2 Activators. activation, % (series mostly up to about 46 µM). AID 652025, 2013. hit rate 0.065% among 360,000. IL-2 activation reporter assay, cell-based qHTS; stimulated with anti-CD3/CD4/CD28 beads; in transgenic mouse T cells; in the data active = activation above about 50%; inconclusive = mostly about 30% to 49%; note: 0% is about no effect
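Unstimulated transgenic mouse T cells; 60-min compound exposure; bead-based TCR/CD4/CD28 stimulation; 18 h culture, 37 degrees C; dual fluorescence (EGFP, DsRed) plate cytometry.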
EPAC2 ag – qHTS for Agonist of cAMP-regulated guanine nucleotide exchange factor 4 (EPAC2): primary screen; AID 720711, 2013; hit rate 0.079% among 360,000; Rap guanine nucleotide exchange factor 4 (Homo sapiens), Q8WZA2; Potency, µM (highest dose often 154 µM), for the others: at the highest dose activation, most hits filed as activators; EPAC2 activation, biochemical qHTS; response scale: 100% = 6.5 mM cAMP response; note: potency is the fitted concentration of half-maximal effect; nearly all actives have a fitted effect of over 50% in size
Target sequence (Q8WZA2 whole entry, looked up): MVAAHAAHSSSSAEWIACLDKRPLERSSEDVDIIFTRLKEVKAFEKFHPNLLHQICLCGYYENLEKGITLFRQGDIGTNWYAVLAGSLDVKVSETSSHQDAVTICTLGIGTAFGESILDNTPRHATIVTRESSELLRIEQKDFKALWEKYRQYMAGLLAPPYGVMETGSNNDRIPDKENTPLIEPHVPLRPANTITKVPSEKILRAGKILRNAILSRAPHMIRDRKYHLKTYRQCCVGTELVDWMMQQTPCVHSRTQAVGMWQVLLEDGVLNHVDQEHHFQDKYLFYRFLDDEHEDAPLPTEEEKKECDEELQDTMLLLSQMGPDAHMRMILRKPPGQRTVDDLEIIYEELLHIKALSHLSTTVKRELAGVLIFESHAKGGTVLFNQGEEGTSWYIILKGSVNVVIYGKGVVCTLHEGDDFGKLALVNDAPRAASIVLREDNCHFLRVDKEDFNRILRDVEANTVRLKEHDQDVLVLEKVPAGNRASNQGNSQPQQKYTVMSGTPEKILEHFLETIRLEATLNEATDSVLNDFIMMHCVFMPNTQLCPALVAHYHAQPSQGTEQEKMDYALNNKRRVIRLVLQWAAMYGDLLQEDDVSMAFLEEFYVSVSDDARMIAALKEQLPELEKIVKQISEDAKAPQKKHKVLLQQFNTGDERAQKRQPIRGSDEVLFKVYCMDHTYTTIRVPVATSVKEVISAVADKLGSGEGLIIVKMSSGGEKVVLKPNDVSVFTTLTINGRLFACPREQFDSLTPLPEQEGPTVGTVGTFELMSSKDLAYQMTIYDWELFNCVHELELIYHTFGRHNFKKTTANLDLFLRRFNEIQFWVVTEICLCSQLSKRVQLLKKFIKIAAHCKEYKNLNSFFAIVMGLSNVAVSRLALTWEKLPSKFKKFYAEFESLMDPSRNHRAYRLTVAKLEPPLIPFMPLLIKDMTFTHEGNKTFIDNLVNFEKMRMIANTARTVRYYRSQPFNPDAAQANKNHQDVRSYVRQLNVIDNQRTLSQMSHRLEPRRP
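Exchange assay: 100 nM EPAC2 with 250 nM Rap1B-BODIPY-GDP and 50 uM GDP. Fluorescence (ex 480/em 540 nm) read every 5 min for 30 min at room temperature. Data normalized to 6.5 mM cAMP as agonist control.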
Nrf2 activator – qHTS of Nrf2 Activators. hit rate 0.31% among 410,000. AID 624171, 2012. AREc32 ARE-luciferase reporter (MCF7-derived line), luminescence, 24 h. Potency, µM (doses to about 46.1 µM), for inactives: top-dose activation, most hits filed as activators; note: potency is the fitted concentration of half-maximal effect; % of control where 0% means no effect; nearly all actives have a fitted effect of over 65% in size
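Reporter line AREc32 (ARE-Fluc), seeded overnight in OPTI-MEM with 5% FBS; compound pin-transferred, 24 hr at 37 deg C, 5% CO2; luminescent read-out.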
TGFb inhibitor – qHTS for Inhibitors of TGF-b; Potency, µM (titrated, usually from 46.1 µM), without a hit: at the highest dose activity, negative = inhibition, hits mostly inhibitors; HepG2 CAGA-GFP TGF-b/SMAD3 reporter, GFP fluorescence, 18 h; TGF-beta stimulated, 500 pg/mL final; hit rate 1.2% among 410,000; note: potency is the fitted concentration of half-maximal effect; % is set by controls: 0 for no effect and ±100 for the full control effect; nearly all actives have a fitted effect of over 65% in size
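TGF-beta reporter screen: HEPG2 CAGA-GFP, 1% FBS, 500 pg/mL TGF-beta final, 18 h; per-cell GFP summed per well; curves fitted and categorized by class.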
ATXN2 expr inh – Primary qHTS for Inhibitors of ATXN expression. HEK-293 ATXN2-luciferase reporter, luminescence, 24 h. Potency, µM (series often up to 57 µM), for the others: at the top dose activity change, negative = inhibition, actives largely listed as inhibitors. hit rate 0.72% among 360,000. AID 1745845, 2022; note: potency is the fitted concentration of half-maximal effect; % is set by controls: 0 for no effect and ±100 for the full control effect; nearly all actives have a fitted effect of over 55% in size
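qHTS (up to 57 uM final) was run with 24 h compound exposure of reporter cells at 37 °C. Each well was multiplexed: SteadyGlo luminescence measured ATXN2-luciferase expression after a fluorogenic Gly-Phe-AFC viability readout (25 uM final).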
ATXN viability – Viability Counterscreen for Primary qHTS for Inhibitors of ATXN expression | Potency, µM (series often up to 56.7 µM), most hits filed as cytotoxic | S2 cells (HEK-293 line with an ATXN2-luciferase reporter) viability, CellTiter-Fluor protease fluorescence, 24 h | AID 651635, 2014 | hit rate 0.49% among 400,000; note: potency is the fitted concentration of half-maximal effect; nearly all actives have a fitted effect of over 40% in size
* hit, by the source's call; i = inactive; ? = inconclusive; . = no result given; [ ] = another dose, or the depositor's remark. Unless noted, calls come from the whole dose curve; as a rule, active = well fitted curve in the direction sought with a large enough effect; inconclusive = small, poorly fitted or top-dose-only effect, or another doubt; inactive = no such curve, though single readings can be large; an effect the other way counts as inactive or inconclusive. No enrichment for hits; overall some 4.3% were active at least once.

SMILES | A549 tox | HepG2 tox | Nrf2 block | IL-2 act | EPAC2 ag | Nrf2 activator | TGFb inhibitor | ATXN2 expr inh | ATXN viability
Cc1cc(C(=O)NNC(=O)c2ccc(C)s2)c(C)o1 | -3% | -2% | 5% | 0.2 | 7% | -0.7% | -12% | 2% | i
COc1cc(NC(=O)CSc2nnc(-c3ccncc3)o2)cc(OC)c1OC | -2% | 21% | 3% | -3.0 | -1% | -0.5% | -20% | 7% | i
CCOc1ccc2nc(NC(=O)CSc3nc4cccnc4n3C)sc2c1 | -7% | -1% | -14% | -0.4 | -7% | -0.2% | -16% | -23% | i
CCCCOC(=O)C[N+](C)(C)CCOC1CC2CCC1(C)C2(C)C (configuration not stated) | -1% | -20% | -8% | -2.9 | -6% | 6.0% | -11% | -30% | i
Cc1ccc(Cl)cc1NC(=O)c1ccc(-c2nc(CSc3ccccc3)c(C)o2)cc1 | -4% | -22% | 13µM* | . | . | -0.2% | -18% | ? | i
Cc1cccc(OC(C)C(=O)Nc2cc(Cl)ccc2-n2cncn2)c1 (configuration not stated) | 11% | 16% | -10% | 0.4 | 16% | 0.7% | 26% | . | i
CCN(CC)C(=O)C1CCCN(C(=O)Nc2ccc(NC(=O)N3CCCC(C(=O)N(CC)CC)C3)cc2)C1 (configuration not stated) | -17%[1.84 µM] | 2% | -9% | 0.7 | 1% | -0.1% | -8% | 2% | i
CCN(CC)S(=O)(=O)c1cccc(C(=O)N/N=C/c2cccc(O)c2O)c1 | -2% | -25% | ? | -0.2 | -2% | 0.3%[9.22 µM] | ? | ? | i
COc1cc(C(=O)N(C)C2CCCCC2)cc(OC)c1OC | . | -15% | . | -4.1 | 1% | 0.4% | 5% | . | i
COc1ccccc1N1CCN(CC(=O)Nc2sccc2C#N)CC1 | 2% | -18% | -14% | -0.8 | 9% | 0.0% | -1% | 7% | i
S=c1[nH]nc(-c2ccccn2)n1/N=C/c1cccc(Cl)c1 | -5% | 3% | 16% | -2.3 | -2% | 0.2% | 14% | 1% | i
Cc1cccnc1NC(=O)c1ccc(S(=O)(=O)N2CCC(C)CC2)cc1 | 6% | -11% | ? | -5.6 | -3% | 0.1% | 22% | 3% | i
O=C(NCC(c1cccnc1)N1CCc2ccccc2C1)C(=O)Nc1ccccc1F (configuration not stated) | -1% | -36% | ? | . | . | 3.3% | -27% | . | .
Oc1ccccc1C=NCCCCCCN=Cc1ccccc1O | -4% | -7% | 7% | -1.2 | 0% | -0.4% | -23% | -8% | i
O=C(O)c1ccc(Cl)c(S(=O)(=O)N(Cc2ccccc2)c2ccccc2Cl)c1 | -4% | -11% | 6% | -1.0 | -3% | -0.2% | -6% | . | i
COc1ccc(S(=O)(=O)NCC(=O)N(CC(=O)NCC2CCCO2)c2cc(C)ccc2C)cc1 (configuration not stated) | 15% | 10% | ? | 0.1 | 1% | 0.3% | 0% | 7% | i
C=CCc1ccccc1OCCOc1ccc([N+](=O)[O-])cc1/C=N/NC(N)=O | -2% | 11% | -12% | -1.3 | -5% | 0.1% | 1% | -3%[11.3 µM] | i
COc1ccccc1/C=C(/C(=O)OCC(=O)Nc1cc(C)ccc1C)c1ccccc1 | 5% | -19% | 20% | -1.5 | 4% | 0.1% | -19% | -19% | i
O=C1CCC/C(=N\NC(=O)c2ccc(CSc3cccc4cccnc34)cc2)C1 | 0% | 16% | -14% | 0.5 | 4% | 0.3% | 10% | -18% | i
COc1ccc(N2CC(C)Cn3c2nc2c3c(=O)n(Cc3ccc(F)cc3)c(=O)n2C)c(OC)c1 (configuration not stated) | -9% | 0% | -10% | 0.8 | 0% | -0.1% | 8% | -15% | i
Cc1ccc(C(=O)NCCc2ccccc2)cc1 | 5% | -58% | ? | -1.0 | 2% | -1.7% | -5% | . | i
COc1cccc(CNCCSc2nnnn2C)c1 | -1% | 1% | . | -0.5 | 4% | 0.5% | -19% | 1% | i
COc1ccc(CNC(=O)c2sc(=O)n(Cc3ccc(-c4ccccc4)cc3)c2C)cc1OC | . | 1% | . | -0.9 | 13% | 0.8% | -29% | 0% | i
Cc1ccc(C(C[N+](=O)[O-])c2c(N)n(C)c(=O)n(C)c2=O)cc1 (configuration not stated) | -11% | -90% | -1% | -2.0 | -1% | ? | ? | -19% | ?
CC(C)c1ccc(NC(=O)Cn2c(=O)n(CCc3ccccc3)c(=O)c3ccccc32)cc1 | -3% | -2% | 6% | . | . | 3.3% | 0% | 3% | i
SMILES | A549 tox | HepG2 tox | Nrf2 block | IL-2 act | EPAC2 ag | Nrf2 activator | TGFb inhibitor | ATXN2 expr inh | ATXN viability
Cc1c(Br)c(C(F)(F)F)nn1CC(=O)NCCCn1ccnc1 | 0% | 21% | -15% | -0.2 | 3% | 0.0% | -17% | -4% | i
CN(CC(=O)NCc1ccco1)S(=O)(=O)c1ccc2c(c1)c(=O)n(C)c(=O)n2C | 4% | -1% | -10% | 0.5 | 3% | -0.4% | -1% | -2% | i
CC(=O)Nc1ccc(NC(=O)c2ccco2)cc1 | -6% | -11% | 8% | 0.1 | 3% | -0.6% | 17% | 11% | i
Cc1ccc(S(=O)(=O)NCC(=O)N(CC(=O)NCC2CCCO2)c2ccc(Cl)cc2)cc1 (configuration not stated) | 1% | 32% | 1% | 5.2 | -6% | -0.7% | -15% | 7% | i
COCCNC(=O)CCn1c(=O)oc2ccccc21 | -3% | 0% | -4% | -3.6 | -4% | 0.0% | 1% | 38%[activator] | i
CCc1nnc(SCC(=O)Nc2ccc(OC)c(OC)c2)c2cc3occc3n12 | 0% | -20% | 10% | . | . | 0.7% | 7% | . | .
Cn1c(SCC(=O)Nc2cccc(F)c2)nnc1-c1cccnc1 | 0% | -11% | -4% | -2.4 | 7% | 1.9% | ? | 9% | i
Cc1cccc(OCCNc2cc(N3CCOCC3)ccc2[N+](=O)[O-])c1 | -5%[1.84 µM] | -17% | 8% | -2.1 | 3% | 4.9% | -2% | 34%[activator] | i
Cc1ccc(-c2nn3c(=O)c(C)nnc3s2)cc1 | -2% | 2% | -2% | -1.6 | 10% | -0.3% | 5% | 19% | i
O=C(Nc1nc(=O)n(C(=O)C2CC2)s1)c1ccccc1 | -6% | -12% | -25% | 1.4 | 5% | 16% | ? | -12% | ?
O=C(c1ccc2c(=O)n(-c3ccccc3)c(=O)[nH]c2c1)N1CCCCC1 | -4% | 5% | ? | -2.2 | 3% | 0.2% | -8% | 1% | i
NCc1ccccc1COc1ccccc1 | -6% | 17% | 16% | -0.5 | -8% | 2.1% | 29% | 8% | i
O=C(CN1CCN(Cc2ccccc2Cl)CC1)N/N=C/C=C\c1ccccc1[N+](=O)[O-] | -2% | -33% | ? | 0.4 | 21% | 15% | -29% | . | i
CSc1ccc(C(=O)C2CCCN(C(=O)CCCn3cncn3)C2)cc1 (configuration not stated) | 6% | -35% | 1% | 0.4 | 10% | 0.3% | 1% | -4% | i
Cc1cc(C(=O)CCC(=O)Nc2ccc(S(N)(=O)=O)cc2)c(C)s1 | 2% | 0% | -8% | -0.7 | 4% | 0.2% | 8% | . | i
CC(C)N(C(C)C)S(=O)(=O)c1ccc(Cl)nc1 | 0% | 7% | 18% | -0.8 | 5% | 0.2% | 3% | . | i
CCCOc1ccc(CCC(=O)N/N=C/c2ccncc2)cc1 | 8% | -16% | -15% | -4.3 | 5% | 0.1% | -1% | -17% | i
CCCCc1nnc(NC(=O)CC(=O)Nc2ccccc2C(=O)O)s1 | 0% | 23% | -4% | 0.1 | 8% | -0.5% | 41% | -11% | i
Cc1cccc(NC(=O)Nc2cccc(F)c2)n1 | -4% | -12% | 17% | -0.3 | 6% | 23% | -8% | 62%[activator] | i
Cc1cccc(NC(=O)NCc2ccc3c(c2)OCO3)c1C | -1% | 0% | -14% | 0.9 | -11% | -0.5% | -3% | . | i
CCCCCCCCCCOC(=O)Cn1c(COc2ccccc2)[n+](C)c2ccccc21 | -8% | -109% | ? | -4.2 | 7% | -2.9% | 11µM* | . | ?
Cc1cc(C)n2ncc(/C(N)=N/OC(=O)Nc3ccc(Cl)cc3)c2n1 | 0% | -22% | 14% | -0.6 | 6% | 6.8% | -25% | . | ?
C/C=C1\NC(=O)[C@H](C)NC(=O)[C@@H](NC(=O)[C@H](Cc2ccc(O)cc2)NC(=O)[C@@H](NC(=O)/C(C)=C/C)C(C)C)[C@@H](C)OC(=O)[C@H](CC(C)C)NC(=O)[C@@H](CCC(=O)O)NC1=O | . | 1% | . | -0.4 | 9% | -0.7% | -1% | -1% | i
CC(C)(C)OC(=O)CNC(=O)c1[nH]cnc1C(=O)Nc1ccc(CNC(=O)OC(C)(C)C)cc1 | -14% | -18% | ? | -0.9 | -12% | -2.0% | ? | 32µM* | ?

Three entries out of the list, ordered by formula weight, rising:
SMILES | A549 tox | HepG2 tox | Nrf2 block | IL-2 act | EPAC2 ag | Nrf2 activator | TGFb inhibitor | ATXN2 expr inh | ATXN viability
Cc1ccc(-c2nn3c(=O)c(C)nnc3s2)cc1 | -2% | 2% | -2% | -1.6 | 10% | -0.3% | 5% | 19% | i
CC(C)N(C(C)C)S(=O)(=O)c1ccc(Cl)nc1 | 0% | 7% | 18% | -0.8 | 5% | 0.2% | 3% | . | i
CSc1ccc(C(=O)C2CCCN(C(=O)CCCn3cncn3)C2)cc1 (configuration not stated) | 6% | -35% | 1% | 0.4 | 10% | 0.3% | 1% | -4% | i

Screens (PubChem BioAssay)
